OPRM1-OPRD1 inv = inverse agonist of human OPRM1-OPRD1 heterodimerization. inhibition, % at 9.3 µM. P35372+P41143. cell-based MOR-DOR heterodimer luminescence, inverse agonism. 340,000 tested, 0.21% active; in the data active = inhibition above about 22%, passing the limit was not always enough;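 also: 0% = cells with DMSO and 100% = wells without cells with DMSO; values of inactives mirror those of a sister screen read the other way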
Target sequence (P35372 whole entry, looked up): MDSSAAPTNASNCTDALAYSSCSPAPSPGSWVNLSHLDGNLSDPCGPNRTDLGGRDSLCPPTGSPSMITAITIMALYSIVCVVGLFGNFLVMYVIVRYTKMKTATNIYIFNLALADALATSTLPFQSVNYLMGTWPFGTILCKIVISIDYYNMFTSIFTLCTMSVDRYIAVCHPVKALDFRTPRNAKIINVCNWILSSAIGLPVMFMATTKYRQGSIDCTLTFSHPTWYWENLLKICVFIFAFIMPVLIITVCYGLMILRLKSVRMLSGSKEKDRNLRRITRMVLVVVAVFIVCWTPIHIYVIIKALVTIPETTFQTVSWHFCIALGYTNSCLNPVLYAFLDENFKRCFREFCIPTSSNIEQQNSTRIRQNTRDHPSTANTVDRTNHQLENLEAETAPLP
Target sequence (P41143 whole entry, looked up): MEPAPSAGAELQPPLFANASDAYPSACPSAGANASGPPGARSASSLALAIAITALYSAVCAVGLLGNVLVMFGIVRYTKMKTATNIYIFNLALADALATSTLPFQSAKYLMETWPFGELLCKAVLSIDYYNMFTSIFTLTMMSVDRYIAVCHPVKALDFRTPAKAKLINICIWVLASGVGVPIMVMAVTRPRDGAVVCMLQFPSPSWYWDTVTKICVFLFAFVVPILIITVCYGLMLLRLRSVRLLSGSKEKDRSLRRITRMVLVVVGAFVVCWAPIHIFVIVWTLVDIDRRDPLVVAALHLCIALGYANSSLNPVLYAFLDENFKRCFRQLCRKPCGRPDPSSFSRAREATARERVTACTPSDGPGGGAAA
PfHsp90 yeast 2 = inhibits growth of yeast expressing Plasmodium falciparum Hsp90; S. cerevisiae expressing PfHsp90, BacTiter-Glo ATP, 48 h; yeast lacking PDR1 and PDR3 efflux regulators; inhibition, % at 9.4 µM; 310,000 tested, 0.32% active;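 active = every replicate shows inhibition above about 80%, whatever the replicate mean, limit read from the data; inconclusive = mean inhibition reaches the set limit but some replicate falls short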;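 also: 0% = DMSO neutral controls and 100% = 20 µM radicicol positive controls; yeast relying on Plasmodium falciparum Hsp90 in place of its own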
SUMO Mot1 rescue = inhibitors of SUMOylation pathway: yeast Mot1-301 growth rescue. S. cerevisiae Mot1-301 growth rescue, ATP luminescence, 38.5C; percent above DMSO median, 100 means doubled. growth rescue, % at 18.8 µM. 320,000 tested, 1% active. AID 2716;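 active = every valid replicate shows activation above 250% relative to neutral control wells; inactive = the rest, any valid replicate at or below 250%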;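 also: OY570 slx delta 5 strain wells were the positive control but not used for scaling; some compounds called inactive have numbers as strong as hits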
OPRM1-OPRD1 ag = OPRM1-OPRD1 heterodimerization agonism; P35372+P41143; cells, luminescence; activation, % at 9.3 µM; 340,000 tested, 0.3% active; AID 504326; in the data active = activation above about 18%;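 also: 0% = vehicle-treated cells and 100% = reference agonist; values of inactives mirror those of a sister screen read the other way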
AddAB inh = less growth of phage-infected E. coli with AddAB | inhibition, % at 11.9 µM | 330,000 tested, 0.29% active | E. coli expressing H. pylori AddAB, absorbance growth | AID 435030; in the data active = inhibition above about 12%;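 also: 0% = vehicle wells of infected cells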
PKA-R2B activ = PKA-R2B complex activation; PKA-R2B holoenzyme dissociation, Cy5-IP20 fluorescence polarization; R2B truncated from residue 108, S112A mutant; 0% DMSO only, 100% 113 µM cGMP; P22694+P31323; activation, % at 11.4 µM; 340,000 tested, 0.079% active;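 active = activation above a cutoff set at the mean over all compounds plus 3 SD, cut at about 18% in these data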;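 also: higher means more holoenzyme dissociation and a rise in polarization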
Ecoli viability = counter-screen for AddAB inhibitors: E. coli growth inhibition. AID 449728. E. coli V3065 growth, OD600 absorbance, 18 h. 330,000 tested, 0.27% active. inhibition, % at 11.9 µM;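 active = inhibition above the campaign's mean inhibition across all tested compounds plus 3 SD, cut at about 9.9% in these data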;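 also: uninfected addAB+ strain grown without phage in ampicillin broth; 0% = DMSO wells and 100% = ciprofloxacin 0.95 µg/ml wells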
PKA-R1A act = activates the PKA-R1A holoenzyme complex; PKA-R1A dissociation, Cy5-IP20 fluorescence polarization; scaled: DMSO 0%, 113 µM cGMP 100%; 340,000 tested, 0.083% active; activation, % at 11.4 µM; P00514+P68181;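 active = percent activation above the mean of all tested compounds plus 3 SD, cut at about 19% in these data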;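 also: higher means more PKAc released from R1A so a rise in polarization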
HTR5A inv ag = HTR5A inverse agonism, opioid heterodimer counter-screen | P47898 | HTR5A cell line, luminescence | inhibition, % at 9.3 µM | 340,000 tested, 0.083% active; in the data active = inhibition mostly above about 23%, no sharp cut-off; inactive = mostly below about 18%;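 also: 0% = cells with DMSO and 100% = no-cell wells with DMSO; some compounds called inactive have numbers as strong as hits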
Tat export inh = blocks Tat-dependent protein export in E. coli. inhibition, % at 10 µM. E. coli MC4100 TorA-mCherry Tat export, fluorescence. 340,000 tested, 0.036% active. AID 488895;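 active = mean replicate inhibition at least 50% and at least half of replicates individually reaching 50%; inconclusive = only one of the two criteria met; inactive = neither criterion met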;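 also: exported cargo escapes ClpAP degradation while cytoplasmic cargo is degraded and loses fluorescence; 0% = median of neutral control wells and 100% = median of NaSCN control wells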
phage Ecoli inh = E. coli growth loss with phage present; 360,000 tested, 0.26% active; growth absorbance; inhibition, % at 11.9 µM; in the data active = inhibition above about 11%
Numbers without * were called inactive; ? = inconclusive; / = no result given.

1) Nc1nc(-c2ccc(Br)cc2)cc(C(F)(F)F)n1
2) Cc1cc(C)cc(N(CCC#N)C(=O)COC(=O)c2ccccc2SCC(=O)N2CCCC2)c1
3) O=C(NC1CCN(C(=S)Nc2ccc(F)cc2)CC1)c1ccco1
4) c1ccc(CN2CCN(c3ncnc4c3[nH]c3ccccc34)CC2)cc1
5) O=c1c(-c2ccco2)[n+]([O-])c2ccccc2n1OCc1c(F)cccc1F
6) O=C1CC2(CCCC2)Oc2ccccc21
compound no.	1	2	3	4	5	6
OPRM1-OPRD1 inv	2	13	-12	-30	5	10
PfHsp90 yeast 2	-17	6	-14	1	-10	/
SUMO Mot1 rescue	-13	-1	9	85	-14	15
OPRM1-OPRD1 ag	-0.3	-3.3	1.7	5.0	-1.0	-1.9
AddAB inh	-0.9	/	5.5	2.4	0.9	1.7
PKA-R2B activ	1	-2	-13	-13	-4	-4
Ecoli viability	-0.4	/	1.1	2.2	1.0	2.4
PKA-R1A act	5	-6	-6	-11	1	1
HTR5A inv ag	-3	0	-19	15	-2	21
Tat export inh	-3	-8	-3	-7	-6	0
phage Ecoli inh	1.7	0.5	1.4	2.9	0.5	2.4

7) Cc1ccc(S(=O)(=O)CCC(=O)OCc2ccc(S(=O)(=O)C(C)C)cc2)cc1
8) CC(C)c1ccc(OC(=O)c2ccc3c(=O)n4c(nc3c2)CCC4)cc1
9) COc1ccc(-c2cc(C3CCN(c4ccc(C(C)=O)cc4[N+](=O)[O-])CC3)[nH]n2)cc1
10) Fc1ccc(-c2csc3[n+]2CCS3)cc1
11) Cn1c(=O)[nH]c(=O)c2c1nc1n2CC(COc2ccc3ccccc3c2)O1 (stereo not drawn)
12) Fc1cccc(CN2CCN3CCCC3C2C2CCCCC2)c1 (stereo not drawn)
compound no.	7	8	9	10	11	12
OPRM1-OPRD1 inv	0	-7	-12	19	19	-12
PfHsp90 yeast 2	21	/	-180	-2	0	18
SUMO Mot1 rescue	14	12	-25	10	143	452
OPRM1-OPRD1 ag	0.0	1.0	2.3	-3.0	-3.7	2.9
AddAB inh	-0.1	-1.7	2.6	3.6	0.8	3.4
PKA-R2B activ	-4	-5	9	2	2	0
Ecoli viability	-1.6	3.9	1.8	-0.6	0.2	-3.2
PKA-R1A act	-11	1	-19	1	-4	-8
HTR5A inv ag	9	-27	-23	1	11	3
Tat export inh	-5	6	5	11	0	11
phage Ecoli inh	3.6	0.5	1.2	3.7	3.0	1.8

13) O=C(CC1SC(N2CCCC2)=NC1=O)Nc1ccc(C(=O)Nc2ccccc2)cc1 (stereo not drawn)
14) O=C(O)c1cccc(N/N=C/c2cccnc2)c1
15) CCC(C)(C)NC(=O)CN(C(=O)CCC(=O)Nc1nccs1)c1ccc2c(c1)OCCO2
16) CNC(=S)NCCc1ccc(OC)cc1
17) COc1ccccc1NC(=O)C1CCCN1C(=O)NC1CCCCC1 (stereo not drawn)
18) CNS(=O)(=O)c1ccc(C(C)(C)C)cc1
compound no.	13	14	15	16	17	18
OPRM1-OPRD1 inv	9	20	12	3	4	13
PfHsp90 yeast 2	-8	16	-76	17	-3	-8
SUMO Mot1 rescue	-16	/	0	-2	-12	-5
OPRM1-OPRD1 ag	-1.9	-3.9	-1.9	-0.4	-0.7	-2.5
AddAB inh	0.3	/	-0.1	1.1	4.2	4.9
PKA-R2B activ	-7	6	0	5	5	-1
Ecoli viability	-0.3	/	-2.1	0.1	-0.9	-0.8
PKA-R1A act	-4	9	6	14	-7	-3
HTR5A inv ag	-11	13	10	-6	-18	22
Tat export inh	-5	2	11	-2	2	-5
phage Ecoli inh	2.7	3.1	-0.6	1.8	1.7	2.7

19) Cc1ccc2sc(N3CCN(C(=O)c4ccc([N+](=O)[O-])o4)CC3)nc2c1C
20) CCCCNC(=O)Cn1c(=O)n(C)c2ccccc21
21) CCOC(=O)C1=C(C)Nc2sc(C(=O)c3ccc(Br)cc3)c(N)c2C1c1ccc(C(=O)OC)cc1 (stereo not drawn)
22) CNC(=O)CN(c1cc(C)ccc1OC)S(=O)(=O)c1ccc(C)cc1
23) CCOc1ccc(NC(=O)COC(=O)c2cc(=O)c3ccccc3o2)cc1
24) COc1ccc(N(CC(=O)Nc2cccc(C)c2)S(=O)(=O)c2c(C)noc2C)cc1
compound no.	19	20	21	22	23	24
OPRM1-OPRD1 inv	-5	/	-6	0	12	15
PfHsp90 yeast 2	/	13	12	5	5	-15
SUMO Mot1 rescue	13	-9	-13	-1	/	-3
OPRM1-OPRD1 ag	0.9	/	1.1	0.0	-2.9	-2.9
AddAB inh	1.3	-1.7	1.2	1.8	0.6	0.8
PKA-R2B activ	-8	1	6	4	3	-7
Ecoli viability	0.6	-1.2	-2.2	0.9	-1.9	2.4
PKA-R1A act	4	1	-4	6	0	7
HTR5A inv ag	-3	/	7	-44	-3	-4
Tat export inh	-9	-2	-4	-3	-6	1
phage Ecoli inh	3.5	1.6	/	-1.7	-0.1	1.0

Record cards, as listed above:
`CCCCNC(=O)Cn1c(=O)n(C)c2ccccc21` across the screens: OPRM1-OPRD1 inv = /; PfHsp90 yeast 2 = 13; SUMO Mot1 rescue = -9; OPRM1-OPRD1 ag = /; AddAB inh = -1.7; PKA-R2B activ = 1; Ecoli viability = -1.2; PKA-R1A act = 1; HTR5A inv ag = /; Tat export inh = -2; phage Ecoli inh = 1.6
`CCOc1ccc(NC(=O)COC(=O)c2cc(=O)c3ccccc3o2)cc1` across the screens: OPRM1-OPRD1 inv = 12; PfHsp90 yeast 2 = 5; SUMO Mot1 rescue = /; OPRM1-OPRD1 ag = -2.9; AddAB inh = 0.6; PKA-R2B activ = 3; Ecoli viability = -1.9; PKA-R1A act = 0; HTR5A inv ag = -3; Tat export inh = -6; phage Ecoli inh = -0.1
`Cc1ccc2sc(N3CCN(C(=O)c4ccc([N+](=O)[O-])o4)CC3)nc2c1C` across the screens: OPRM1-OPRD1 inv = -5; PfHsp90 yeast 2 = /; SUMO Mot1 rescue = 13; OPRM1-OPRD1 ag = 0.9; AddAB inh = 1.3; PKA-R2B activ = -8; Ecoli viability = 0.6; PKA-R1A act = 4; HTR5A inv ag = -3; Tat export inh = -9; phage Ecoli inh = 3.5

(next part)
Each structure is followed by: OPRM1-OPRD1 inv	PfHsp90 yeast 2	SUMO Mot1 rescue	OPRM1-OPRD1 ag	AddAB inh	PKA-R2B activ	Ecoli viability	PKA-R1A act	HTR5A inv ag	Tat export inh	phage Ecoli inh
(25) COC(=O)C1CCN(Cc2ccc(OCCCN3CCN(c4ccc([N+](=O)[O-])cc4)CC3)cc2)CC1
→ -14	30	55	2.9	4.9	0	2.6	1	2	9	3.0
(26) O=C(NCc1ccccc1)NC(O)C(Cl)(Cl)Cl (stereo not drawn)
→ 15	5	-12	-2.7	-0.7	-4	-1.3	-19	10	3	4.4
(27) O=C(NCc1ccc(Cl)cc1)c1ccc(NC(=O)C2CCCO2)cc1 (stereo not drawn)
→ 1	14	-5	-0.2	0.2	-4	0.9	2	-4	5	0.9
(28) O=C(C1CCCCN1S(=O)(=O)c1ccccc1)N1CCCCC1 (stereo not drawn)
→ 9	38	/	-1.7	-0.5	-5	-0.8	-17	9	0	0.4
(29) O=C(/C=C/c1cccs1)N1CCC2(CC1)Oc1ccc(F)cc1C(=O)C21CC(c2ccc(Cl)cc2)=NO1 (stereo not drawn)
→ -4	18	-11	0.7	2.3	-16	0.0	-1	7	-12	1.8
(30) Cc1ccc(CSc2cc(C)[nH]c(=O)n2)cc1
→ 6	-12	24	-1.1	2.6	9	-1.0	5	-1	-1	4.6
(31) COCCCn1c(=O)c2sccc2n2c(CCCC(=O)N(C)Cc3ccco3)nnc12
→ 20	-12	3	-3.2	1.7	1	1.3	-1	19	4	-1.5
(32) CCCC/C(O)=N\S(=O)(=O)c1ccc(N=NN(C)C)cc1
→ 11	2	119	-2.1	-1.0	-10	0.2	0	2	-2	5.1
(33) COCCOC(=O)c1c(NC(=O)CSc2cccc[n+]2[O-])sc(C(N)=O)c1C
→ 0	7	64	0.1	3.9	4	2.9	-1	-20	-6	1.5
(34) C[C@H](CO)N1C[C@H](C)[C@@H](CN(C)S(=O)(=O)c2ccccc2)Oc2c(NC(=O)C3CC3)cccc2C1=O
→ 4	-9	/	-0.7	/	2	/	-2	22	1	0.5
(35) CCOC(=O)/C=c1/s/c(=C/c2ccc3cc(OC)ccc3c2)c(=O)n1CC(=O)NCc1ccc2c(c1)OCO2
→ 3	-16	/	-0.6	/	-8	/	-4	-2	-6	4.7
(36) CC(C)C(C)NC(=O)COc1ccc(OCc2ccccc2)cc1 (stereo not drawn)
→ -29	-28	5	5.5	0.2	14	0.2	-3	-21	1	0.3
(37) COc1ccc(S(=O)(=O)c2c(O)c3ccc(C(=O)Nc4ccc(F)cc4F)cc3[nH]c2=O)cc1
→ 12	-28	-10	-2.4	2.9	6	0.2	7	10	-9	2.7
(38) Cc1ccc(C2=C(c3ccc([N+](=O)[O-])cc3)C(=O)OC2)cc1C
→ -11	-45	966	2.1	0.8	-3	2.7	-15	3	-19	2.0
(39) CCOC(=O)N1CCN(Cc2nc(Cc3cccc(C(F)(F)F)c3)no2)CC1
→ -5	5	-27	1.0	0.6	7	0.2	-9	-37	1	3.2
(40) CC(=O)c1ccc(NC(=S)NC(C)c2ccc(Cl)cc2Cl)cc1 (stereo not drawn)
→ -31	/	-8	6.0	8.5	-18	4.4	-14	-4	?	7.7
(41) CCS(=O)(=O)c1nc2ccccc2n1Cc1ccccn1
→ 0	23	-17	-0.1	1.9	-1	2.1	4	-5	3	0.1
(42) CCSc1nnc(Cn2c(=O)sc3ccccc32)n1C
→ 9	-3	9	-1.8	2.1	-9	1.4	-3	-14	-4	2.9

Screens from PubChem BioAssay.
